AMA1-RON2 inh: qHTS for Inhibitors of AMA1-RON; Towards Development of Antimalarial Drug Lead: Primary Screen. 360,000 tested, 0.2% active. Potency, µM (doses to about 58.2 µM), inactives show at the highest dose activity change, negative = inhibition, hits mostly inhibitors. AlphaScreen AMA1-biotinylated RON2 peptide binding;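 also: potency is read from the fitted curve at half-maximal effect; 0% = vehicle wells and -100% = peptide control; nearly all actives have a fitted effect of over 45% in size; some results filed as inactive show a strong effect at the top dose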
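AMA1 (3D7) with his tag at 25 nM final met compounds first, then biotinylated RON2 peptide at 25 nM; detection used donor plus acceptor beads, 10 µg/mL apiece, read by AlphaScreen after 30 min at room temperature.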
AmpC detergent: qHTS Inhibitors of AmpC Beta-Lactamase (assay with detergent); AmpC hydrolysis of nitrocefin, absorbance 480 nm, 0.01% Triton; Potency, µM (doses to about 114 µM), for the others: at the highest dose activity change, negative = inhibition, hits mostly inhibitors; 370,000 tested, 0.041% active;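 also: potency is read from the fitted curve at half-maximal effect; 0% = no-compound wells and -100% = no-enzyme wells; nearly all actives have a fitted effect of over 25% in size; some results filed as inactive show a strong effect at the top dose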
Target sequence (P00811 whole entry, looked up): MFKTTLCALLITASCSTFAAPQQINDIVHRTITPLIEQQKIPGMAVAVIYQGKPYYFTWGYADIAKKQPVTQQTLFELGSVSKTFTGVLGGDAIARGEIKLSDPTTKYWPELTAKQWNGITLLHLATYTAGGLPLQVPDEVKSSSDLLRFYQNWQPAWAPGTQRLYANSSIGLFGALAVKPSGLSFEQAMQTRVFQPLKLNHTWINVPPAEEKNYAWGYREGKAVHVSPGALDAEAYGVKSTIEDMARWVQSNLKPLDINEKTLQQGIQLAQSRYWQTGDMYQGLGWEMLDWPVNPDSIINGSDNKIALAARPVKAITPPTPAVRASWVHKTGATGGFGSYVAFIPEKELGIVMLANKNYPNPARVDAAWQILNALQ
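20 mM phosphate pH 7.0 + 0.01% (detergent screen) or 0.0001% Triton X-100; 5.3 nM AmpC reagent; cpd preinc 15 min RT; nitrocefin (800 uM stock) to start; A480 q20 s × 4 min; Activity was normalised to no-enzyme and no-compound control wells.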
CHX counter: Cycloheximide Counterscreen for Small Molecule Inhibitors of Shiga Toxin; cell reporter, cycloheximide protein synthesis inhibition counterscreen; max response, %; 300,000 tested, 12% active; AID 2314, 2010; in the data active = max response mostly above about 13%, no sharp cut-off; inactive = mostly below about 14%; also: read at 38.3 µM for the half of the compounds with a filed dose; 0% is about no effect
AmpC no deterg: qHTS Inhibitors of AmpC Beta-Lactamase (assay without detergent); P00811; AmpC nitrocefin hydrolysis, absorbance 480 nm, 0.0001% Triton; Potency, µM (doses to about 57.1 µM), without a hit: top-dose activity change, negative = inhibition, usual class: inhibitors; 330,000 tested, 0.52% active;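 also: potency is read from the fitted curve at half-maximal effect; plate controls were no compound for no effect and no enzyme for full effect; nearly all actives have a fitted effect of over 20% in size; some results filed as inactive show a strong effect at the top dose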
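AmpC (5.3 nM in the dispensed reagent) in 20 mM phosphate pH 7.0 with 0.01% (detergent screen) or 0.0001% Triton X-100 was preincubated with compounds for 15 min at room temperature. Nitrocefin was then added from an 800 uM solution, and hydrolysis was followed at 480 nm.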
Shiga inhibitor: A qHTS for Small Molecule Inhibitors of Shiga Toxin; AID 2315, 2010; Vero cells, Shiga toxin protein synthesis inhibition reporter; 290,000 tested, 9.2% active; inhibition, % at 38.7 µM; in the data active = inhibition mostly above about 28%, no sharp cut-off; inactive = mostly below about 43%; also: 0% is about no effect
FBPA Giardia inh: qHTS Assay for Inhibitors of Fructose-1,6-bisphosphate Aldolase from Giardia Lamblia. purified Giardia FBPA. Potency, µM (top dose mostly 59.6 µM), for inactives: top-dose activity, negative = inhibition, hits mostly inhibitors. 290,000 tested, 0.71% active. AID 2451, 2010; also: potency is read from the fitted curve at half-maximal effect; % is scaled to controls: 0 for no effect and ±100 for the full control effect; nearly all actives have a fitted effect of over 55% in size
Target sequence (A8B2U2 whole entry, looked up): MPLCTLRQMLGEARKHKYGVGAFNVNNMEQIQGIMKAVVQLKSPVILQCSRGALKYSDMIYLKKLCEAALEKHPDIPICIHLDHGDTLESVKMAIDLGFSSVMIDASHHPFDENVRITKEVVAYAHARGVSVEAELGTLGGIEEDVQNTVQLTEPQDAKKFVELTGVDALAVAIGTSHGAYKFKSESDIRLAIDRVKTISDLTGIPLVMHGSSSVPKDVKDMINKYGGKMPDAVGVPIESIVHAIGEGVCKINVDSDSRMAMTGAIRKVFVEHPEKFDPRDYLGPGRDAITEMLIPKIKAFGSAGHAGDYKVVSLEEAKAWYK
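40 nM FBPA preincubated 10 min at RT with compound (up to 57.5 uM final), then substrate plus GAPDH/TPI/NAD/arsenate coupling and diaphorase/resazurin added. Fluorescence read after 20 min at RT, 525/598 nm.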
HCMV inh: qHTS Assay for inhibitors of the human cytomegalovirus (HCMV); HFF cells, HCMV-luciferase reporter, 72 h; hits give low values; activity change, negative = inhibition, % at 57.5 µM; 410,000 tested, 4.5% active; AID 1259415, 2018; in the data active = activity change below about -60%; inconclusive = no clear call, values can overlap the other calls; inactive = above about -39%; also: % is scaled to controls: 0 for no effect and ±100 for the full control effect
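After 16 h attachment at 37C, HFF cells received test compound and HCMV-luciferase (1 PFU/cell); reporter luminescence read 72 h later, data normalized against buffer-only and known inhibitor Salinomycin.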
* = called active by the depositor; ? = inconclusive; / = not tested or not shown; [ ] = remark or other dose. Unless noted, calls follow the shape of the dose curve; as a rule, active = well fitted curve in the direction sought with a large enough effect; inconclusive = small, poorly fitted or top-dose-only effect, or another doubt; inactive = no such curve, though single readings can be large; an effect the other way counts as inactive or inconclusive.

SMILES	AMA1-RON2 inh	AmpC detergent	CHX counter	AmpC no deterg	Shiga inhibitor	FBPA Giardia inh	HCMV inh
CCOc1ccccc1-n1c(COc2ccc(C)cc2)nnc1SCC(N)=O	6%	-4%	0	24%	-5	-1%	-2
COC(=O)c1ccc(NC2c3ncccc3C(=O)N2Cc2cccs2)cc1 (stereo unspecified)	13%	-3%	7	-4%	47	-1%	10
COc1ccc(NC2=NCCC2)cc1	2%	2%	-1	2%	-17	-2%	-4
Cn1nnnc1SCC(=O)c1c(N)n(C)c(=O)n(C)c1=O	5%	?	-3	-10%	4	0%	9
COc1ccc(S(=O)(=O)N2CCN(CC(=O)Nc3sccc3C(N)=O)CC2)cc1OC	57%[activator]	7%	/	-15%	/	/	0
CCN(CC)c1ccc(C(=O)OCc2c(C)noc2C)cc1	-5%	-15%	7	6%	-3	17%	14
OCc1n[nH]c(CO)n1	-5%	-6%	-2	-7%	-13	-5%	8
O=C(Nc1cc2nn(-c3ccccc3)nc2cc1Cl)c1ccco1	-1%	-11%	21*	-16%	47*	6%	170
O=C(CCCN1C(=O)c2cccc3cccc(c23)C1=O)N1CCN(c2ccccc2O)CC1	-9%	?	-3	64%[activator]	-3	1%	2
COc1cccc(CNc2ncn[nH]2)c1OCc1ccccc1F	16%	4%	17	-9%	-12	-11%	-26
CCOC(=O)c1[nH]ncc1CN1CCCC(C(=O)c2ccc(OC)cc2C)C1 (stereo unspecified)	15%	-5%	-2	0%	1	2%	-13
COc1ccc(C(=O)OCc2c(F)cccc2Cl)cc1S(=O)(=O)N1CCOCC1	-5%	-4%	/	123%[activator]	/	/	22
COC(=O)Nc1nnc(Cc2ccc(OC)cc2)s1	2%	-14%	-3	-21%	20	2%	-7
CC(=O)C1C2c3ccccc3OC1(C)N=c1s/c(=C/c3cnn(C)c3)c(=O)n12 (stereo unspecified)	-7%	?	-2	57%	11	-5%	-8
Cc1cccc(N(CC(=O)NC2CCCC2)C(=O)c2cc3cc4cccc(C)c4nc3s2)c1C	3%	-5%	0	-30%	-2	-1%	-36

Given with values under each structure: five of the compounds above.
Fields – AMA1-RON2 inh	AmpC detergent	CHX counter	AmpC no deterg	Shiga inhibitor	FBPA Giardia inh	HCMV inh
COc1ccc(NC2=NCCC2)cc1
 : 2%	2%	-1	2%	-17	-2%	-4
Cn1nnnc1SCC(=O)c1c(N)n(C)c(=O)n(C)c1=O
 : 5%	?	-3	-10%	4	0%	9
COc1ccc(S(=O)(=O)N2CCN(CC(=O)Nc3sccc3C(N)=O)CC2)cc1OC
 : 57%[activator]	7%	/	-15%	/	/	0
CCN(CC)c1ccc(C(=O)OCc2c(C)noc2C)cc1
 : -5%	-15%	7	6%	-3	17%	14
OCc1n[nH]c(CO)n1
 : -5%	-6%	-2	-7%	-13	-5%	8

Other structures:
SMILES	AMA1-RON2 inh	AmpC detergent	CHX counter	AmpC no deterg	Shiga inhibitor	FBPA Giardia inh	HCMV inh
O=c1ccc2ccc(Oc3ccc([N+](=O)[O-])cc3[N+](=O)[O-])cc2o1	/	2%	-4	-23%	3	1%	/
CCc1ccc(C(=O)COC(=O)CNC(=O)C2CCCCC2)cc1	-10%	-13%	/	-20%	/	/	-20
CC(=O)Nc1c(NC(C)C)c2ccccc2oc1=O	43%[activator]	3%	-4	-29%	-15	3%	42
O=C(NCc1ccc(N2CCCC2=O)cc1)c1cn(CCc2ccccc2)nn1	-7%	4%	-3	-4%	-9	0%	-11
COc1ccc(C2/C(=C(\O)c3cc(C)ccc3C)C(=O)C(=O)N2CCN(C)C)cc1OC (stereo unspecified)	?	?	5	-5%	-22	-13%	45
C=CCn1c(SC)nnc1-c1cccc([N+](=O)[O-])c1	2%	-12%	10	-14%	4	0%	-38
O=C(OCC(=O)N1CCCCC1)c1ccccc1SCC(=O)N1CCCCC1	1%	-12%	20*	-14%[11.4 µM]	31	8%	-29
O=c1[nH]c(CSc2nnc(Cc3ccccc3)o2)nc2ccccc12	-6%	-5%	-9	-23%	3	0%	-27
CN(CCCNC(=O)CN1C(=O)CC(C)(C)S(=O)(=O)c2ccccc21)C1CCCCC1	8%	-3%	13	-4%	26	-19%	-6
COc1ccc(/C(C)=N/N=C2/NC(=O)CC(C(=O)O)S2)cc1 (stereo unspecified)	89%[activator]	4%	-6	-25%	-7	-6%	14
CCC(CC)c1ncc[nH]1	13%	-7%	-4	-15%	5	?	-10
CN1CCC(=NNC(=O)C(=O)NC2CCCC2)CC1	6%	-18%	-2	-32%	-9	-8%	-18
Cn1ccnc1SCC(=O)Nc1ccc2nc(SCC(=O)NC3CC3)sc2c1	6%	0%	33*	-12%	113*	-8%	/
CCN1CCc2c(sc(NC(=O)C3COc4ccccc4O3)c2C(N)=O)C1 (stereo unspecified)	0%	1%	19*	30%	62	-19%	-71*
Cc1nnc(SCC(=O)N(C)C2CCCCC2)s1	-1%	3%	11*	-17%	34	-2%	18
COc1ccc(N2CCN(C(=O)Cn3nnc(-c4cccs4)n3)CC2)cc1	10%	?	2	-8%	-24	1%	?
CCN(CC)c1ccc(NC(=O)c2ccc(S(=O)(=O)N3CCOCC3)cc2)cc1	-1%	/	/	8%	/	/	45
CCC(=O)N1CCN(c2ccc(NC(=S)NC(=O)COc3ccccc3)cc2)CC1	20%	3%	-3	110%[activator]	2	0%	-33
CC(C)(C)n1nnnc1C(c1ccc(F)cc1)N(Cc1ccc(F)cc1)Cc1ccco1 (stereo unspecified)	-4%	-4%	16*	-22%	21	4%	?
Cc1[nH]c2ccccc2c1C(=O)CSc1n[nH]c(N)n1	-6%	3%	-4	-21%	-19	2%	28
CC1CCC(C(C)C)C(OCC(O)C[N+]2(C)CCCCC2)C1 (stereo unspecified)	5%	1%	0	12%	4	-5%	9
O=C(O)CCc1c(C(=O)O)[nH]c2ccccc12	-4%	3%	8	-6%	-3	0%	5
COCCN(CC(=O)Nc1ccccc1)S(=O)(=O)c1ccc(S(=O)(=O)N2CCCC2)cc1	0%	-1%	-2	-1%	2	3%	85
O=c1c2c3nc4ccccc4nc3n(-c3ccc4c(c3)OCCO4)c2ncn1C1CCCC1	40%[activator]	-8%	-2	3%	29	-10%	-77*
CN(C(=O)c1cc2c(s1)-c1ccccc1S(=O)(=O)C2)c1ccccc1	4%	0%	9	-18%	42	7%	0
COc1ccc(C(=O)N/C(=C\c2cn(S(=O)(=O)N(C)C)c3ccccc23)C(=O)NCCCN2CCOCC2)cc1	-4%	-8%	-3	194%[activator]	-9	-4%	30
OCCNc1nc(Nc2ccccc2)nc2ccccc12	-1%	-1%	7	-20%	22	1%	4
COc1cccc(-c2nnc(NC(=O)c3ccccc3Br)o2)c1	45%[activator]	1%	35*	-30%	66*	?	19
O=C(Nc1ccnn1C1CCN(CCCC2CCCC2)CC1)c1ccccc1Cl	8%	-11%	1	31%	-8	0%	43
CCOC(=O)CSc1ccc(S(=O)(=O)N2CCCC2)cc1[N+](=O)[O-]	-10%	-1%	2	-8%	-4	-1%	-26

Ordered by length of the SMILES (lowest first): 3 of the compounds above
SMILES	AMA1-RON2 inh	AmpC detergent	CHX counter	AmpC no deterg	Shiga inhibitor	FBPA Giardia inh	HCMV inh
CC1CCC(C(C)C)C(OCC(O)C[N+]2(C)CCCCC2)C1 (stereo unspecified)	5%	1%	0	12%	4	-5%	9
CCN(CC)c1ccc(NC(=O)c2ccc(S(=O)(=O)N3CCOCC3)cc2)cc1	-1%	/	/	8%	/	/	45
COCCN(CC(=O)Nc1ccccc1)S(=O)(=O)c1ccc(S(=O)(=O)N2CCCC2)cc1	0%	-1%	-2	-1%	2	3%	85

Molecules shown so far that contain a nitro group on carbon, in the order listed:
SMILES	AMA1-RON2 inh	AmpC detergent	CHX counter	AmpC no deterg	Shiga inhibitor	FBPA Giardia inh	HCMV inh
O=c1ccc2ccc(Oc3ccc([N+](=O)[O-])cc3[N+](=O)[O-])cc2o1	/	2%	-4	-23%	3	1%	/
C=CCn1c(SC)nnc1-c1cccc([N+](=O)[O-])c1	2%	-12%	10	-14%	4	0%	-38
CCOC(=O)CSc1ccc(S(=O)(=O)N2CCCC2)cc1[N+](=O)[O-]	-10%	-1%	2	-8%	-4	-1%	-26

Following part:
SMILES	AMA1-RON2 inh	AmpC detergent	CHX counter	AmpC no deterg	Shiga inhibitor	FBPA Giardia inh	HCMV inh
COc1cccc(CN2CCN(Cc3cc(OC)c(OC)cc3[N+](=O)[O-])CC2)c1	?	?	0	20%	-15	?	/
Nc1nc(SCC(=O)NCCOCCO)nc2sc3c(c12)CCCC3	12%	3%	6	14%	33	-1%	-21
COc1ccc(C(=O)CN2CCCCC2)cc1	11%	-3%	28	111%[activator]	32	-2%	-19
C#CCOCCOCCOCCNc1nc(N2CCN(C(=O)[C@H](Cc3ccc(O)cc3)n3cc([C@@H](N)C(C)CC)nn3)CC2)nc(N2CCN(C(=O)[C@H](CCCCN)n3cc([C@@H](N)CC(C)C)nn3)CC2)n1 (stereo partly specified)	/	-6%	1	155%[activator]	-5	1%	/
c1ccc(-c2nnnn2CCOCCn2nnnc2-c2ccccc2)cc1	-5%	1%	2	-26%	-8	4%	-32
CCN(CC)c1ccc(S(=O)(=O)Nc2cc(Cl)ccc2Cl)cc1NC(=S)NC(=O)C1CCCC1	-2%[11.6 µM]	?	-4	25µM*	-6	-2%	?
CC(=O)c1ccc(NC(=O)C2C3C=CC(O3)C2C(=O)O)cc1 (stereo unspecified)	1%	1%	13	-10%	6	9%	20
O=c1c2ccccc2c(/C=N/c2nnc(Cc3ccccc3)s2)c(O)n1-c1ccc(Cl)cn1	74%[activator]	-1%	1	-22%	-8	-7%	?
CC(C)c1ccc(COc2ccc(C(=O)N3CCOCC3)cc2)cc1	-1%	-5%	16*	173%[activator]	70	-1%	-34

High-throughput results as filed in PubChem.
